Source: PubChem
LDHA inh = inhibitors of human lactate dehydrogenase A. purified LDHA, NADH/diaphorase-resazurin fluorescence; active compounds read low. activity change, % (values are at about 110 or 230 µM). 480,000 tested, 0.15% active. AID 1347041; in the data active means activity change below about -30%; inconclusive means mostly about -25% to -30%;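 further: plate controls were DMSO wells for no effect and wells without enzyme for full effect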
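LDH5 2 nM; NADH 0.06 mM, pyruvate 0.2 mM; 200 mM Tris pH 7.4, EDTA, Tween-20; 5 min RT. Detection: diaphorase 0.133 mg/mL + resazurin 37 µM, fluorescence ex540/em590 at 0 and 20 min; normalized to enzyme-free and DMSO wells.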
12-LOX inh = inhibitors of human 12S-lipoxygenase ALOX12; 580,000 tested, 1.1% active; Potency, µM (series often up to 108 µM), for inactives: at the highest dose activity change, negative = inhibition, usual class: inhibitors; purified 12hLO, xylenol orange hydroperoxide absorbance; AID 1671190; P18054; active means well fitted inhibition curve with a large enough effect; inconclusive means small, poorly fitted or top-dose-only effect, or another doubt; inactive means no such curve, though single readings can be large or run the other way; further: potency means the concentration at half of the fitted maximal effect
Target sequence (P18054 whole entry, looked up): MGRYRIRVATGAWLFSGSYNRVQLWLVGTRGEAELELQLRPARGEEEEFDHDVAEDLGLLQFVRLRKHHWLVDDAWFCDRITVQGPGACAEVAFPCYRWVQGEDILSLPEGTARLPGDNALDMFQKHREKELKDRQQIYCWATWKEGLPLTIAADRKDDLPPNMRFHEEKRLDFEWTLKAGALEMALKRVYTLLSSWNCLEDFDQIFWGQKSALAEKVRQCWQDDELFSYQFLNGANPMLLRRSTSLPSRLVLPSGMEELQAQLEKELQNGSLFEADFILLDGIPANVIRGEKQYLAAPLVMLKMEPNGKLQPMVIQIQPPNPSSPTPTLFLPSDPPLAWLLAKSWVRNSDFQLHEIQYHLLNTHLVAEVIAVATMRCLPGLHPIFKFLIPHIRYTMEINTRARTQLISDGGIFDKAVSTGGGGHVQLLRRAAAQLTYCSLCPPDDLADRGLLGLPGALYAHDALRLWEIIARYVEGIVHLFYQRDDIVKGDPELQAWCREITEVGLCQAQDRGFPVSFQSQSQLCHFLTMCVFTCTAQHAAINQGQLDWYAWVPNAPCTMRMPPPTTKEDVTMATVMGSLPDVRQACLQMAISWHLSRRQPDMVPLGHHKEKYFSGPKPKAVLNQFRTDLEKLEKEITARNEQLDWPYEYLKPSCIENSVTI
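Purified human 12hLO (150 nM final) in 25 mM Hepes, 0.01% Triton X-100, pH 7.0 was preincubated 15 min at room temperature with compound. Then 40 uM arachidonic acid was added, 30 min. Hydroperoxide was read by Fe-XO absorbance ratio 573/405 nm.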
An asterisk follows results filed as active; ? = inconclusive; · = no result given; [ ] = remark or other dose. Unless noted, on the % scale 0 is the no-effect control and ±100 the full control effect.

SMILES | LDHA inh | 12-LOX inh
N#Cc1cccc(/C=C/C(=O)c2cccs2)c1 | -1 | 5%
COc1cccc(N2CCN(C(=O)CCNS(=O)(=O)c3ccc4[nH]c(=O)ccc4c3)CC2)c1 | 0 | 17%
COc1cc(C(=O)N2CCC(CC(=O)NCCN3CCCC3)CC2)cc(OC)c1OC | -7 | 22%
N#Cc1c(/N=C/c2c(Cl)cccc2Cl)sc2c1CCCC2 | 8 | 14%
CN(CC(=O)N1CCN(Cc2ccccc2)CC1)C(=O)Cc1n[nH]c(=O)c2ccccc12 | -2 | 2%
N#Cc1c(F)cccc1NCCNc1cc(Cl)nc(N)n1 | 9 | -29%
CS(=O)(=O)c1ccccc1NC(=O)CNc1cc(Cl)ccc1N1CCCC1 | 6 | 4%
CC(Oc1ccccc1F)C(=O)Nc1ccc(-c2nc3ccccc3o2)cc1 (stereo unspecified) | 6 | 4%
CC(O)CNC(=O)NCCc1ccc(S(N)(=O)=O)cc1 (stereo unspecified) | 7 | -24%
COc1ccc(NC(=O)CSc2nc3c(cnn3-c3ccc(C)c(C)c3)c(=O)[nH]2)cc1 | 2 | -23%
Cc1ccc(C2SCCN2C(=O)c2cc3ccccc3oc2=O)cc1 (stereo unspecified) | 7 | -10%
CN(CC(N)=O)C(=O)CCc1ncc(-c2c(F)cccc2F)o1 | 3 | -4%
COc1cccc(-c2c(-c3ccccc3OC)ncn2Cc2cccc(-c3ccccc3)c2)c1 | 4 | -17%
C=CCN(C(=O)Cc1nn(C)c(=O)c2ccccc12)C(C)C | -2 | -10%
O=C(Cn1nnc2sc(-c3ccccc3)cc2c1=O)Nc1cccc(Cl)c1 | 6 | ?
Nc1nc(N)c(N=O)c(Nc2cccc(Cl)c2)n1 | -1 | ?
NS(=O)(=O)c1ccc(NSc2ccccc2[N+](=O)[O-])cc1 | 1 | ?
Cc1cccc(/C=C(/C(=O)N2CCCCC2)c2cccs2)c1 | -1 | 0%
COc1ccc(Cl)cc1C(=O)NNC(=O)C1CCCC(C(F)(F)F)C1 (stereo unspecified) | 1 | 49%[activator]
O=C(/C=C/c1cccc(Cl)c1)NC(C1CC1)C1CC1 | -1 | -2%
COc1cc(Cl)c(C)cc1-n1cc(C(=O)c2cc(C)ccc2O)cc(C#N)c1=O | 7 | ?
CC1(C)CC(NC(=S)NCCc2ccccc2)CC(C)(CNC(=S)NCCc2ccccc2)C1 (stereo unspecified) | -1 | ?
CCOC(=O)c1cc(OC(C)C(=O)NC(C)c2ccccc2)cc(C(=O)OCC)c1 (stereo unspecified) | 1 | -1%
O=C(O)CCNS(=O)(=O)c1cccc(F)c1 | ? | 0%
COc1ccc(N(C(C)C(=O)NCc2cccnc2)S(C)(=O)=O)cc1 (stereo unspecified) | -1 | -7%
Fc1ccc(SCc2ccnc(Cl)c2)cc1 | 6 | 2%
COc1ccc2c(CCNC(=O)C(C)Sc3nc(Cl)nc4nc[nH]c34)c[nH]c2c1 (stereo unspecified) | -2 | -4%
CCc1ccc(Oc2coc3cc(OC(=O)OC)ccc3c2=O)cc1 | -17 | 7%
O=C1CCCC2=C1C(c1cccnc1)N(C(=O)c1ccccc1)c1ccccc1N2 (stereo unspecified) | ? | -7%
Cc1cc2nc(C(=O)Nc3ccc(Br)cc3)c(N3CCOCC3)nc2cc1C | 1 | -1%
O=c1[nH]c2ccc(-c3csc(NC4CCCC4)n3)cc2o1 | 5 | 6.3µM*
COc1ccc2cc(-c3nc(-c4ccccc4F)no3)c(=O)oc2c1 | 2 | -29%
CCC(Sc1nccn1-c1cccc(F)c1)C(=O)Nc1cc(C)on1 (stereo unspecified) | -3 | 33%[activator]
Cc1c(Cl)cccc1NC(=O)CCN1CCN(Cc2cccc3ccccc23)CC1 | 2 | ?
CCCOc1cc(S(=O)(=O)N2CCN(CCO)CC2)ccc1Br | -13 | ?
Cc1ccc(NCC(=O)Nc2cc(Cl)ccc2-n2cncn2)cc1F | 6 | -9%
CC(NC(=O)c1ccc(N2CCCC2=O)cc1)c1ccccc1Cl (stereo unspecified) | -1 | ?
CC(C)c1ccc(NC(=O)CCn2cnc3c2c(=O)n(C)c(=O)n3C)cc1 | -8 | ?
O=C(O)CNS(=O)(=O)c1c(F)cccc1F | 12 | ?
Cc1[nH]c2ccccc2c1C(=O)C(C)OC(=O)c1ccccc1F (stereo unspecified) | -3 | -3%
Nc1ccnc2ccccc12 | -3 | 72%[activator]
COc1ccc(OC)c(C2CC(=O)Nc3c(C(=O)O)cn(-c4ccc(F)cc4)c32)c1 (stereo unspecified) | 30 | ?
CCC(C)N(C(=S)Nc1cccc(Cl)c1)C1CCN(C(C)=O)CC1 (stereo unspecified) | 10 | -36%
O=C(COc1ncnc2ccc(Br)cc12)Nc1ccc(F)cc1F | -19 | 4%
COCc1ccccc1CNC(=O)NC(c1ccccc1)c1ccccc1 | 6 | -7%

Four structures out of the list, ordered by length of the SMILES, highest first.
SMILES | LDHA inh | 12-LOX inh
COc1ccc(OC)c(C2CC(=O)Nc3c(C(=O)O)cn(-c4ccc(F)cc4)c32)c1 (stereo unspecified) | 30 | ?
CC(C)c1ccc(NC(=O)CCn2cnc3c2c(=O)n(C)c(=O)n3C)cc1 | -8 | ?
COc1ccc2cc(-c3nc(-c4ccccc4F)no3)c(=O)oc2c1 | 2 | -29%
O=c1[nH]c2ccc(-c3csc(NC4CCCC4)n3)cc2o1 | 5 | 6.3µM*

The list continues.
SMILES | LDHA inh | 12-LOX inh
N#Cc1cccnc1NCCNc1ccccn1 | 0 | 1%
CN(C)CCNC(=O)C(=O)Nc1cccc2[nH]ccc12 | 5 | 28%
Cc1ccc(-c2csc(-c3ccc(O)cc3)n2)c(C)c1 | 8 | 58%[activator]
Cc1nnc(CN2CCC(NC(=O)c3cnn(C)c3)CC2)o1 | 6 | 1%
Cc1nc2n(c(=O)c1C)CN(CCN1CCOCC1)CN2c1ccc(Oc2ccccc2)cc1 | -12 | -2%
O=C(Nc1cccc(-c2nc3ccccc3o2)c1)c1ccc2c(c1)OCO2 | -2 | ?
CCOc1ccc(C(=O)Cn2cnc3c2c(=O)n(C)c(=O)n3C)cc1 | -7 | 4%
CN(CC(=O)NC(=O)NC(C)(C)C)c1ccccc1 | 4 | ?
COc1ccc(Cn2c(-n3nc(C)cc3C)nc3c2c(=O)n(CC(N)=O)c(=O)n3C)cc1 | -3 | 12%
N#CCOc1ccc(NC(=O)c2nn(Cc3ccccc3)c(=O)c3ccccc23)cc1 | 1 | 14%
Cc1ccc2occ(C3CC(=O)Nc4c3c(C)nn4-c3ccc(Cl)nn3)c(=O)c2c1 (stereo unspecified) | 6 | -29%
O=C(OCc1ccc([N+](=O)[O-])cc1)C1CC2CCCC(C1)C2=O (stereo unspecified) | 2 | ?
CN(C)S(=O)(=O)NC(=O)c1cc(Br)ccc1F | 3 | -7%
CC(NC(=O)/C=C/c1ccc(Cl)cc1)c1ccc(NC(N)=O)cc1 (stereo unspecified) | -4 | 1%
CO/N=C(\C)c1ccc(OCc2ccccc2)cc1 | 9 | ?

In another format: 6 of the compounds above.
Each structure is followed by: LDHA inh | 12-LOX inh
N#CCOc1ccc(NC(=O)c2nn(Cc3ccccc3)c(=O)c3ccccc23)cc1
→ 1 | 14%
N#Cc1cccnc1NCCNc1ccccn1
→ 0 | 1%
CN(C)S(=O)(=O)NC(=O)c1cc(Br)ccc1F
→ 3 | -7%
CO/N=C(\C)c1ccc(OCc2ccccc2)cc1
→ 9 | ?
CN(C)CCNC(=O)C(=O)Nc1cccc2[nH]ccc12
→ 5 | 28%
CCOc1ccc(C(=O)Cn2cnc3c2c(=O)n(C)c(=O)n3C)cc1
→ -7 | 4%

Continued:
SMILES | LDHA inh | 12-LOX inh
COc1cc(SC)ccc1C(=O)OCC(=O)Nc1cc(C)ccc1C | -3 | -23%
Cc1cc(=O)oc2cc(OCC(=O)N(C)Cc3cccs3)c(Cl)cc12 | -6 | 9%
O=C(N/N=C/c1ccccc1OCCCOc1ccccc1Cl)c1ccccc1 | 7 | ·
CCC(C)NC(=O)c1ccc(CNC(=O)C2CCCC2)cc1 (stereo unspecified) | 7 | -5%
Cc1ccc(CN(C)C(=O)Cc2c[nH]c3ccccc23)o1 | -5 | 6%
CCCn1nc(C(=O)OC(C)C(=O)Nc2cc(C)on2)c2ccccc2c1=O (stereo unspecified) | 8 | 24%
Cn1c(CC(=O)Nc2ccccc2)nnc1SCC(=O)NC12CC3CC(CC(C3)C1)C2 | 7 | 48%[activator]
CC(C)(C)C(=O)/C=C/c1ccc([N+](=O)[O-])cc1 | -1 | ?
O=C(OC1CC2CC1[C@H]1CCCCN1C2=O)N1CCOCC1 (stereo partly specified) | -2 | 58%[activator]
O=C(c1ccsc1)N(Cc1ccco1)C1CC1 | -24 | 35µM*
CC1(C)CC(NCCNC2CC(C)(C)NC(C)(C)C2)CC(C)(C)N1 | -8 | -4%
COc1cc(/C=C(/C#N)c2nc3ccccc3[nH]2)cc(OC)c1 | 15 | 12%
CCOc1ccc(CNC(=O)c2ccc3c(c2)nc2n3CCCC2)cc1 | -4 | -2%
Cc1nc2cc(NC(=O)COc3ccc(F)cc3)ccc2o1 | 1 | ?
COCc1nn2c(=O)c(NC(=O)c3ccc(Cl)cc3)cnc2s1 | 3 | 9%
COc1cccc(NC(=O)C(Cc2ccc(OC)cc2OC)c2nn[nH]n2)c1 (stereo unspecified) | -1 | ?
O=C(N/N=C/c1ccc(-c2ccccc2)cc1)c1ccc(Br)s1 | 1 | -76%
O=C(c1cc(=O)c2ccccc2o1)N1CCCC1Cc1ccccc1 (stereo unspecified) | -3 | 8%
Cc1ccc(C)c(-c2cc(C(=O)O)c3ccc(C)c(C)c3n2)c1 | 5 | ?
N#Cc1ccc(Sc2ccc(Oc3cccc(Sc4ccc(C#N)c(C#N)c4)c3)cc2)cc1C#N | -2 | -1%
O=C(COc1ccc2c(c1)CCC2)N(Cc1nc2ccccc2c(=O)[nH]1)CC1CCCO1 (stereo unspecified) | 3 | 12%
Cc1oc(-c2ccc(Cl)cc2)nc1CS(=O)CC(=O)NCc1ccccc1Cl (stereo unspecified) | -4 | -20%
N#C/C(=C/c1ccc(F)cc1)C(=O)c1c[nH]c2cc(F)ccc12 | 0 | ?
CCNc1nc2c(c(=O)[nH]c(=O)n2C)n1Cc1cccc2ccccc12 | -7 | 31%
Cc1[nH]nc2ncc(C=O)cc12 | 4 | 11%
CCCNc1c(NC(=O)Nc2cccc(OC)c2)c(=O)oc2ccccc12 | 1 | -23%
Cc1nc2cc(Cl)ccc2cc1C(=O)NCc1cccnc1-n1cccn1 | 6 | -1%
COc1cc(F)ccc1NS(=O)(=O)c1cc(C(=O)O)ccc1OC | -4 | ?
CC(C)(CNC(=O)CC1CCCC1)C(N)=O | 2 | -33%
O=S(=O)(Nc1nc2ccccc2nc1N1CCCCC1)c1cc(Cl)ccc1Cl | -9 | 1%

Random excerpt: 5 entries already listed.
SMILES | LDHA inh | 12-LOX inh
CCNc1nc2c(c(=O)[nH]c(=O)n2C)n1Cc1cccc2ccccc12 | -7 | 31%
CCCNc1c(NC(=O)Nc2cccc(OC)c2)c(=O)oc2ccccc12 | 1 | -23%
Cc1ccc(C)c(-c2cc(C(=O)O)c3ccc(C)c(C)c3n2)c1 | 5 | ?
Cc1[nH]nc2ncc(C=O)cc12 | 4 | 11%
COc1cc(F)ccc1NS(=O)(=O)c1cc(C(=O)O)ccc1OC | -4 | ?

(list continues)
SMILES | LDHA inh | 12-LOX inh
COC(=O)C[C@H]1C=C[C@@H](NC(=O)Nc2c(C)noc2C)[C@@H](CO)O1 | 2 | 5%
COc1cccc(C(=O)Nc2c(C(=O)N3CCC(N4CCCCC4)CC3)oc3ccccc23)c1 | 8 | -5%
O=C(CCCc1c[nH]c2ccccc12)N1CCCC1CN1CCCC1 (stereo unspecified) | 2 | -1%
CS(=O)(=O)c1cccc(C(=O)N2CCCCCCC2)c1 | -7 | -3%
CC(=O)NCc1ccc(-c2csc(Nc3cc(C)cc(C)c3)n2)o1 | -1 | ?
N#Cc1nc(-c2ccco2)oc1N1CCN(CC(=O)N(c2ccccc2)C2CCS(=O)(=O)C2)CC1 (stereo unspecified) | 0 | ?
O=C(/C=C/c1ccccc1Cl)NNC(=O)C1CCCCC1 | 1 | 11%
O=C(Nc1ccc(Cl)c(-c2nc3ncccc3o2)c1)c1cc2ccccc2o1 | -3 | ?
Nc1nc2ccc(Cl)cc2cc1C(=O)NC1CC1 | 3 | -5%
CCOc1ccc(-n2nnnc2CNS(C)(=O)=O)cc1 | 12 | 4%
COC(C)C(=O)NCC(C)c1ccccc1 (stereo unspecified) | -1 | 6%
COc1cccc(C(N)=O)c1OCc1cccc(COc2c(OC)cccc2C(N)=O)c1 | 0 | -2%
Cc1ccccc1C(=O)NCC(c1ccccc1)c1c[nH]c2ccccc12 (stereo unspecified) | 11 | ?
Cc1ccc(CNS(=O)(=O)c2ccc3c(c2)N(Cc2noc(C)n2)C(=O)CO3)cc1 | -3 | -1%

Not all compounds are listed; count on the stated rates, not on these rows.
